# Source: PubChem
# E coli WT inh: blocks growth of wild type E. coli BW25113. E. coli BW25113 growth inhibition, OD600. inhibition, % at 10 µM. actives 0.05% (n = 20,000). AID 552; in the data active means inhibition above about 40%;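 further: bacteria exposed to compound for 20 hours at 37 °C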
#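 assay system = bacterial strain in a whole-cell growth screen | quantity = inoculum from a 1:1000 dilution of a 1.5 h subculture | buffer or medium = LB broth with 50 µg/mL kanamycin | compound dosing = one dose, 10 µM final | schedule = compound exposure of 20 h at 37 °C | technique = absorbance at 615 nm as a measure of bacterial growth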
# The depositor's hits bear a star. The list is partial; the hit share may differ from the screen's.
canonical_smiles,E coli WT inh
CCOC(=O)C1CCN(C(=O)NC23CC4CC(CC(C4)C2)C3)CC1,1.3
Cc1ccc(N2CC(C(=O)Nc3nnc(C)s3)CC2=O)cc1 (centres undefined),-2.5
Cc1nc2cc(Cl)ccc2n1CCO,0.0
CN(C)C(CNC(=O)Nc1cccc(Cl)c1)c1cccnc1 (centres undefined),-5.3
Cc1ccc(-c2noc(CCC(=O)NCC3CCN(Cc4cccc(C)c4)CC3)n2)cc1,-4.7
O=C1CCC(=O)N1CCCCCc1nc(-c2ccccc2)no1,-13.4
CCC(=O)Nc1ccc(C(=O)Nc2cccnc2)cc1,-7.8
O=C(c1ccco1)N1CCN(/C(=N/S(=O)(=O)c2cccs2)c2ccccc2Cl)CC1,7.1
O=c1cc(-c2ccccc2)nc2nc(COc3ccccc3)[nH]n12,-22.5
COC(=O)C1=C(C)NC(C)=C(C(=O)OC)C1C(=O)OC1CCCCC1=O (centres undefined),1.4
CCCC12CN3CC(C)(CN(C1)C3c1ccc3c(c1)OCO3)C2=O (centres undefined),-8.2
O=C(NCc1ccccc1)c1n[nH]nc1-c1ccccc1O,17.2
Cc1cccc(CC2CC(=O)N(C3CCCCC3)C2=O)c1 (centres undefined),-13.8
CN(Cc1nc(-c2ccncc2)no1)S(=O)(=O)c1ccc(Br)cc1,4.9
Cc1ccc(-n2c(N)c(C(N)=O)sc2=S)cc1,-2.9
CC(=O)c1cc(CN2C(=O)c3ccccc3C2=O)cs1,3.9
COc1cc(OC)c(C2=NOC(C(=O)Nc3c(C)nn(CC(=O)N4CCCC4)c3C)C2)cc1Cl (centres undefined),-14.8
CCO/C(C)=N/n1c2nc3ccccc3nc2c2c(=O)n(C3CCCC3)c(C)nc21,-21.8
CC1CN(C(=O)C(C)N2C(=O)c3ccccc3C2=O)CC(C)O1 (centres undefined),-22.4
c1cnn(-c2cc(N3CCOCC3)ncn2)c1,13.6
S=c1[nH]nc(COc2ccccc2)n1C1CCCCC1,18.6
CCOC(=O)c1ccc(NC(=O)CSc2nnc(C)n2-c2ccccc2)cc1,-16.0
CCOc1ccc(NC(=O)CCN2CCN(c3ccccc3)CC2)cc1,4.5
S=c1[nH]nc(-c2ccccc2Cl)n1CC1CCCO1 (centres undefined),-15.5
O=C(CN1CCOCC1)NCCNC(=O)CN1CCOCC1,-19.8
Cc1ccc(S(=O)(=O)Nc2cc(C(=O)O)ccc2N2CCCCC2)cc1,-2.8
CC(C)CN(C(=O)c1ccc(=O)n(C)n1)c1nc2ccccc2s1,1.1
Cc1cc(C)nc(Nc2ccc(N3CCCC3)cc2)n1,1.0
CCCCc1c(O)nc2n(c1=O)CCS2,-23.4
COc1ccc(C(=O)Nc2cccc(C(=O)N3CCN(C)CC3)c2)cc1,-17.3

# Going on with the list:
canonical_smiles,E coli WT inh
Cn1c(Cc2ccccc2)nnc1SCC(=O)c1ccc(Br)s1,4.4
COc1ccc(CCC(=O)N2CCN(C3CCCCC3)CC2)cc1,-22.0
Cc1ccc(SCC(=O)N2CCOCC2)cc1,-17.9
COc1ccc(S(=O)(=O)NCCSC(C)(C)C)cc1Cl,-14.4
CCOc1ccccc1C(=O)Nc1cc(=O)n(C)c(=O)n1C,-3.4
COc1cc(S(=O)(=O)N2CCN(Cc3ccccc3)CC2)ccc1Br,-19.7
CC(=O)OC(C(=O)NC1CCCCC1)c1ccncc1 (centres undefined),-2.6
COc1ccc(CCNC(=O)C2CC(=O)N(c3ccccc3)C2)cc1OC (centres undefined),1.8
COc1ccccc1NC(=O)c1ccc(NC(=O)CSc2nnnn2C)cc1,3.6
CCOc1ccccc1N1CCN(S(=O)(=O)c2cccs2)CC1,2.8
CCOc1ccc(N2C(=O)CC(N3CC(C)OC(C)C3)C2=O)cc1 (centres undefined),-2.2
CCCOc1ccc(Cn2cnc3ccccc32)cc1,-4.2
Cc1cc(C(=O)Nc2sc(C)c(C)c2C#N)c(C)o1,-19.9
CC(C)C(=O)Nc1ccc(C(=O)NCc2cccnc2)cc1,-4.6
Cc1ccc(C(=O)Nc2ccc3c(c2)OCO3)cc1S(=O)(=O)N1CCCC1,-6.3
O=C(CSc1nc2ccccc2s1)N1CCN(C(=O)c2ccco2)CC1,-1.1
CN(C)/C=c1\sc2c(C#N)cc(C(=O)c3ccc(Br)cc3)n2c1=O,0.7
COCCNS(=O)(=O)c1cc(F)ccc1OC,1.4
CCn1c(SCC(=O)Nc2nnc(C)s2)nnc1-c1ccncc1,-5.8
COc1ccc(CCNC(=O)CN(C2CCCCC2)S(C)(=O)=O)cc1OC,-13.3
CC(C)(C)NC(=O)NC(=O)COc1ccccc1C#N,2.4
CCOc1cc(C)c(C(C)C)cc1S(=O)(=O)N1CC(C)OC(C)C1 (centres undefined),-12.1
CCCCn1c(SCc2ccc(Cl)cc2)nc2c1c(=O)[nH]c(=O)n2C,-1.7
COc1cccc(Oc2cnc(N)nc2-c2ccc(OC)cc2O)c1,-0.1
COc1ccccc1Oc1coc2cc(OC(=O)N3CCOCC3)ccc2c1=O,1.4
CCCn1c(=NC(=O)c2ccc3c(c2)OCO3)c(C#N)cc2c(=O)n3cccc(C)c3nc21,-8.2
CSc1ccc(S(=O)(=O)NCc2ccc(Cl)cc2)cc1,-4.0
COc1ccc(OC)c(S(=O)(=O)N(C)CC(=O)N2CCN(c3cccc(Cl)c3)CC2)c1,-22.8
O=C(Nc1ccc(N2CCN(C(=O)c3ccc(Cl)cc3)CC2)cc1)c1cccnc1,12.8
CCOCC(=O)Nc1c(C(=O)Nc2ccc(OC)cc2OC)oc2ccccc12,-0.2

# Other compounds
canonical_smiles,E coli WT inh
Cn1c(COc2ccccc2)nnc1SCC(=O)Nc1ccc(N2CCOCC2)c(Cl)c1,-0.5
CCOC(=O)N1CCC(NC(=O)CCC(=O)N2CC(C)Oc3ccc(Cl)cc32)CC1 (centres undefined),4.2
COc1cc(OC)cc(-c2nnc(Nc3nc4c(F)cccc4s3)o2)c1,-3.5
COc1ccc(CCN(C)CCCC(C#N)(c2ccc(OC)c(OC)c2)C(C)C)cc1OC (centres undefined),-1.9
Cc1nnc(SCc2cccs2)[nH]c1=O,-17.7
Cc1ccc(N2CC(C(=O)N3CCc4ccccc4C3)CC2=O)cc1 (centres undefined),-13.3
COCCCNC(=O)c1ccccc1SC,-14.3
Cc1ccc(NC(=O)c2cc(S(=O)(=O)N3CCC4(CC3)OCCO4)ccc2F)cc1,3.7
COc1ccc(C(=O)Nc2ccc(Cl)c(Cl)c2)c(OC)n1,-5.2
O=C(NCCCN1CCCC1=O)c1cccnc1,5.9
COC(=O)c1ccccc1NC(=O)c1ccccc1NS(C)(=O)=O,-12.7
CCSc1ccccc1C(=O)NCc1ccc(S(N)(=O)=O)cc1,-0.1
O=C(O)CCCC(=O)Nc1ccccc1C(=O)O,-16.9
O=c1[nH]c2cc3c(cc2cc1C(c1nnnn1CC1CCCO1)N1CCCCCC1)OCO3 (centres undefined),-11.1
Cn1c(=O)n(CC(=O)Nc2cccnc2)c2ccccc21,-16.3
Cc1ccc(NC(=O)CSCC(N)=O)cc1C,-14.6
Cn1cc(Cl)c(C(=O)N(Cc2ccccc2)c2ccccn2)n1,9.7
CN(c1ccccc1)S(=O)(=O)c1cc(C(=O)N2CCN(c3ccccn3)CC2)ccc1Cl,-4.9
Cc1nn(Cc2ccc(C(=O)NC3CCCCC3)o2)c(C)c1Br,-7.7
CC(=O)Nc1sc2c(c1CN1CCN(c3ccccn3)CC1)CCCC2,4.8
COc1ccc(NC(=O)Cn2nnc(-c3ccccc3F)n2)cc1,-24.4
O=c1nc(C(F)(F)F)nc2ccccn12,-31.4
CCOC(=O)C1CCCN(Cc2ccc3c(c2)OCO3)C1 (centres undefined),-2.6
CCSc1nnc(NC(=O)CSc2nnc(Cc3cccn3C)n2-c2ccc(C)cc2)s1,7.7
CCOc1ccc(N2C(=O)CC(N3CCN(c4ccc(C(=O)c5ccncc5)cc4)CC3)C2=O)cc1 (centres undefined),21.4
Cc1ccc(S(=O)(=O)N(Cc2ccc(F)cc2)Cc2ccco2)cc1,-13.0
Cc1cc2c(cc1C)NC(c1cccnc1)C1=C(CC(C)(C)CC1=O)N2 (centres undefined),-17.5
CCOCCc1nnc(NC(=O)c2ccc(OC)c(OC)c2)s1,13.9
O=C1C2CCCN2C(c2ccccc2)N1c1ccc(Cl)cc1 (centres undefined),-2.1
N#CCCSCc1ccc(C(=O)O)o1,-17.8

# Next structures
canonical_smiles,E coli WT inh
Cc1csc(SCC(=O)N2CCCC2)n1,-19.4
CCN(CC)S(=O)(=O)N1CCC(C(=O)NC2CCCc3ccccc32)CC1 (centres undefined),10.1
CC(=O)n1nc(-c2cccnc2)nc1N,-10.3
CCCCOC(=O)C1=C(C)Nc2ncnn2C1c1cccc(OC)c1OC (centres undefined),-3.8
O=C(Nc1ccc2c(c1)OCCO2)c1c(F)cccc1F,7.1
COC(=O)C1CCN(C(=O)NC2CCCCC2)CC1,-0.1
COc1ccc2cc([C@H](C)C(=O)O)ccc2c1,5.3
O=C(COc1cc(Cl)ccc1Cl)Nc1nnc(CC(=O)N2CCOCC2)s1,0.5
O=C(c1ccco1)[C@@H]1[C@@H]2C(=O)N(c3ccc(Br)cc3)C(=O)[C@@H]2C2c3ccccc3C=CN21 (some centres undefined),-17.4
Cn1nnnc1SCC(=O)Nc1nc(-c2ccccc2)c(-c2ccccc2)o1,-11.5
CCOCC(=O)Nc1nc2ccc(C)cc2s1,2.6
COCCCn1nnnc1SCC(=O)Nc1nc(C)c(C)s1,2.5
Cn1c(SCC(=O)N(C2CCCCC2)C2CCCCC2)nnc1-c1cccs1,-11.1
COC(=O)c1ccc(C2CC(=O)Nc3cc(OC)c(OC)cc32)cc1 (centres undefined),-20.6
CCn1cnc2cc(NCc3nc4ccccc4n3C)ccc21,-11.7
COC(=O)CCN(C(=O)c1ccc2c(c1)OCO2)c1ccccn1,-11.5
O=C(Nc1ccc2oc(=O)ccc2c1)c1cccnc1,0.9
Cc1ccc(C)c(N2CCN(C(=O)C3CCN(S(=O)(=O)c4c(C)noc4C)CC3)CC2)c1,-2.5
COCCNC(=O)c1ccccc1NC(=O)COc1ccccc1,-8.2
CCOC(=O)C1CCCN(c2nc3ccccc3nc2C(C#N)C(=O)NCc2ccccc2)C1 (centres undefined),4.3
c1cc(CNc2ccc3c(c2)OCO3)ccn1,6.2
O=C(c1nc2n(n1)C(c1ccc(Cl)cc1)C=C(c1ccccc1)N2)N1CCOCC1 (centres undefined),-1.0
CCCCC(c1nnnn1CS(=O)(=O)c1ccc(C)cc1)N1CCN(c2ccccc2)CC1 (centres undefined),-2.7
CCN1CCN(C(=O)Nc2cccc(C(F)(F)F)c2)CC1,-11.2
COc1ccc(C(NC(=O)C(C)(C)C)NC(=O)C(C)(C)C)cc1,-3.3
O=C1CC(N2CCC(c3nc4ccccc4o3)CC2)C(=O)N1Cc1cccs1 (centres undefined),-16.3
COc1cc2cc(C(c3nnnn3C3CCCC3)N(C)C3CCCCC3)c(=O)[nH]c2cc1OC (centres undefined),5.5
COc1ccc(Cl)c(N2CCN(CCCNC(=O)Nc3ccc(C)cc3)CC2)c1,-0.7
CCN1C2=C(C(=O)CCC2)C(c2ccc(O)cc2)C2=C1CCCC2=O,-20.5
N#Cc1cccc(NC(=O)CSc2ccccc2)c1,-8.8

# An excerpt from above in order of formula weight, rising:
canonical_smiles,E coli WT inh
COc1ccc2cc([C@H](C)C(=O)O)ccc2c1,5.3
COC(=O)C1CCN(C(=O)NC2CCCCC2)CC1,-0.1
O=C(c1ccco1)[C@@H]1[C@@H]2C(=O)N(c3ccc(Br)cc3)C(=O)[C@@H]2C2c3ccccc3C=CN21 (some centres undefined),-17.4

# Next section.
canonical_smiles,E coli WT inh
COc1ccc(-c2nn3c(-c4ccncc4)nnc3s2)cc1OC,6.4
CN1/C(=C\C(=O)Nc2cccnc2)c2ccccc2CC1(C)C,6.0
Cn1nnnc1SCC(=O)N1c2ccccc2CCc2ccccc21,-10.6
CCOC(=O)N1CCC(NC(=O)C2CCCN(C(=O)c3cc4sccc4n3C)C2)CC1 (centres undefined),3.2
CCCNS(=O)(=O)c1ccc(OCC(=O)N2CCC(C(=O)OCC)CC2)cc1,-6.7
COc1ccc(NC(=O)N2CCN(c3cccc(C(F)(F)F)c3)CC2)cc1,-4.9
O=C(COc1ccccc1)Nc1nc2ccccc2[nH]1,8.6
CC(C)(C)C1CCC(=O)C(C2(O)C(=O)Nc3ccccc32)C1 (centres undefined),-20.3
O=C(Nc1ccc2c(c1)OCO2)c1ccc(CN2CCOCC2)cc1,7.3
CC(C)(C)n1ncc2c(=O)n(CC(=O)NCc3ccccc3)cnc21,0.6
CCCCOc1ccc(C(=O)NCc2ccccn2)cc1,-1.3
CCNc1ccc(C(=O)OCC)cc1NC(=O)c1cc(S(=O)(=O)N2CCOCC2)ccc1C,-2.0
O=C(Nc1nccs1)c1cccc(NC(=O)C2CC2)c1,-9.6
COc1ccc(CCNS(=O)(=O)c2ccc3c(c2)OCCO3)cc1,5.7
Cc1cc(C)n(C(=O)C23CC4CC(CC(C4)C2)C3)n1,6.0
CC(=O)N(C(C)=O)c1c(N2CCOCC2)c2ccccc2oc1=O,3.2
COc1cc(C2N3CC4(C)CN2CC(C)(C3)C4)ccc1O (centres undefined),5.0
O=C(c1ccc2nc(-c3ccco3)c(-c3ccco3)nc2c1)N1CCN(c2ccccc2)CC1,-16.2
C=CCc1ccccc1OCC(O)CN1CCN(Cc2ccc3c(c2)OCO3)CC1 (centres undefined),4.1
O=C(Cn1nc(Cc2cccnc2)c2ccccc2c1=O)Nc1ccc2c(c1)OCO2,-0.5
